IL2 activator = activates IL-2 in a cell-based reporter assay; 360,000 compounds, 0.065% hits; IL-2 activation reporter assay, cell-based qHTS; stimulated with anti-CD3/CD4/CD28 beads; in transgenic mouse T cells; activation, % (series mostly up to about 46 µM); in the data active = activation above about 50%; inconclusive = mostly about 30% to 49%; note: 0% is about no effect
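Readout: EGFP and DsRed signals by fluorescent plate cytometry. Unstimulated transgenic mouse T cells received compound 60 min before antibody-bead stimulation, then incubated 18 h at 37 degrees C.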
PI5P4Ka inh = blocks human PI5P4K alpha kinase activity | AID 652105 | PI5P4Kalpha enzyme, ADP-Glo luminescence, 60 min; hits give low values | P48426 | max response, % | 330,000 compounds, 1.2% hits; active = max response of -50% or lower; inconclusive = between -30% and -50%; inactive = -30% or higher; note: value at the top dose of about 77 µM; % is set by controls: 0 for no effect and ±100 for the full control effect
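ADP-Glo luminescence end-point after a 60 min room-temperature kinase reaction. PI5P4Kalpha and substrate in HEPES pH 7.4 buffer with EGTA, 0.1% CHAPS and 5% DMSO; ATP at 5 microM final.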
GLP-1R inv ag = GLP-1 receptor (human) inverse agonism. P43220. HEK293 GLP-1R CRE-luciferase, luminescence, 24 h; GLP-1R form is constitutively active. Potency, µM (top dose mostly 38.3 µM), without a hit: at the top dose activity change, negative = inhibition, actives largely listed as inhibitors. 410,000 compounds, 1.6% hits. AID 624417; note: potency is the fitted concentration of half-maximal effect; % is set by controls: 0 for no effect and ±100 for the full control effect; nearly all actives have a fitted effect of over 55% in size
Target sequence (P43220 whole entry, looked up): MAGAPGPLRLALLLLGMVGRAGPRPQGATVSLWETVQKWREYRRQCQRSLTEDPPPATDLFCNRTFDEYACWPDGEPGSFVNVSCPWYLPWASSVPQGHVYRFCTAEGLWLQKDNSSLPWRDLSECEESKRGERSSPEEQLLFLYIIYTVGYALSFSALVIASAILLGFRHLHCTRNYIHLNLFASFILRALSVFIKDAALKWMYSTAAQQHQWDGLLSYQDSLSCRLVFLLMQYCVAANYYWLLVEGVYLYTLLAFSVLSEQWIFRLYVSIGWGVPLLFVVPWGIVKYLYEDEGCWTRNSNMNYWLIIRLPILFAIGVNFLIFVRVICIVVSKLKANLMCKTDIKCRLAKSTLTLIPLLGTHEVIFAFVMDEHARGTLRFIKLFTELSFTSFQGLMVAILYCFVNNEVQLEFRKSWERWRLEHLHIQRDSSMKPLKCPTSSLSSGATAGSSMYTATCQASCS
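Inverse agonism was detected as reduced cAMP-driven luciferase luminescence after 24 h compound treatment. The cells were HEK293 clones expressing constitutively active human GLP-1R with the reporter. Reporter-only and GPR119 cell lines served as counterscreen controls.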
D3 ag = activates the human D3 dopamine receptor; 410,000 compounds, 0.58% hits; D3R DiscoveRx beta-arrestin cells, luminescence, 90 min; max activation, %; in the data active = max activation above about 30%; note: 0% is about no effect; mostly tested at two doses, the higher about 12 µM
Target sequence (P35462 whole entry, looked up): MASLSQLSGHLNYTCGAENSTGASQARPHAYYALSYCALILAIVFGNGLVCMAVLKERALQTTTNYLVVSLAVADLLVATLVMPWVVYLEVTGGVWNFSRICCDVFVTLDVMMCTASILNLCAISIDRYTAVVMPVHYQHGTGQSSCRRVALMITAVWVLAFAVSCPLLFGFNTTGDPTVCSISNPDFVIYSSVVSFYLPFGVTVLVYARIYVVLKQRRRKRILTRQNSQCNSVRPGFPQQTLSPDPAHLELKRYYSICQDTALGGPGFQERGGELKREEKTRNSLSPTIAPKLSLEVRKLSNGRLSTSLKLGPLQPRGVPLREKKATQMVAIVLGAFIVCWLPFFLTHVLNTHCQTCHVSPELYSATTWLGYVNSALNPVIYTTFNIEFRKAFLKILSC
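Agonist mode: compounds and dopamine controls were applied to plated cells for 90 min at 37 degrees C after an overnight attachment at 1500 cells/well. Luminescent read-out followed 30 - 60 minutes at room temperature with DiscoveRx detection reagent.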
WRN helicase inh = inhibitors of human WRN helicase | WRN helicase unwinding, fluorescent forked duplex, kinetic | Potency, µM (series often up to 114 µM), without a hit: top-dose activity change, negative = inhibition, most hits filed as inhibitors | 360,000 compounds, 0.46% hits | AID 651768; note: potency is the fitted concentration of half-maximal effect; % is set by controls: 0 for no effect and ±100 for the full control effect; nearly all actives have a fitted effect of over 55% in size
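Primary qHTS, 1536-well format. 20 nM WRN + compound, 15 min RT; start with 100 nM forked fluorophore/quencher duplex, 2 mM ATP (final); kinetic read ex 525/em 598 nm.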
GLP1R ag = agonists of human GLP-1 receptor. 380,000 compounds, 0.007% hits. HEK293 GLP-1R CRE-luciferase, luminescence, 4-6 h; cells express a hypersensitive GLP-1R form. P43220. Potency, µM (series often up to 45.6 µM), for the others: top-dose activation, most hits filed as activators; note: potency is the fitted concentration of half-maximal effect; % of control where 0% means no effect
HEK293 tox = cytotoxic in the GLP-1 receptor inverse agonist counter-screen | 410,000 compounds, 0.13% hits | Potency, µM (top dose mostly 38.3 µM), inactives show at the highest dose activity change, negative = inhibition, usual class: inhibitors | HEK293 cAMP-luciferase reporter cells, luminescence, 24 h;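 note: loss of luciferase light is scored as toxicity; potency is the fitted concentration of half-maximal effect; % is set by controls: 0 for no effect and ±100 for the full control effect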
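Luminescence readout: signal drop marks cytotoxicity. Plated cells grew 12 h at 37 °C, 5% CO2, received 23 nL compound for 24 h, then got luciferase reagent, read after 12 min at RT.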
D3 antag = D3 dopamine receptor (human) antagonism. max response, negative = inhibition, %. D3R cells, DiscoveRx beta-arrestin luminescence, antagonist mode; hits give low values. 360,000 compounds, 2.5% hits. P35462; in the data active = max response below about -50%; inconclusive = no clear call, values can overlap the other calls; note: % is set by controls: 0 for no effect and ±100 for the full control effect; mostly tested at two doses, the higher about 12 µM
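Cells plated overnight at 1500 cells/well, then exposed to library compounds with dopamine controls for 90 minutes at 37 degrees C. DiscoveRx reagent added for 30–60 minutes at room temperature; luminescence read, quantitative HTS format.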
PLK1 PBD inh = blocks phosphopeptide binding to human PLK1 polo-box domain; P53350; 360,000 compounds, 2.8% hits; Plk1 PBD binding of FITC phosphopeptide, fluorescence polarization; AID 720504; Potency, µM, for the others: max response, negative = inhibition, hits mostly inhibitors; note: potency is the fitted concentration of half-maximal effect; series mostly up to about 57 µM; % is set by controls: 0 for no effect and ±100 for the full control effect; nearly all actives have a fitted effect of over 65% in size
Starred values were filed as active, the others as inactive; u = inconclusive; x = no result given; [ ] = remark or other dose. Unless noted, calls come from the whole dose curve; as a rule, active = well fitted curve in the direction sought with a large enough effect; inconclusive = small, poorly fitted or top-dose-only effect, or another doubt; inactive = no such curve, though single readings can be large; an effect the other way counts as inactive or inconclusive. Compounds as they come; any-hit rate near 7.8%.

SMILES | IL2 activator | PI5P4Ka inh | GLP-1R inv ag | D3 ag | WRN helicase inh | GLP1R ag | HEK293 tox | D3 antag | PLK1 PBD inh
O=C(O)CC/C(=N\Nc1ccc([N+](=O)[O-])cc1)c1ccccc1 | -0.9 | 8 | u | -5 | u | 2% | -10% | -19 | -8%
O=C(NN=C1CCCCC1)c1ccccc1-n1cccc1 | 0.6 | -3 | 4% | 8 | -3% | -1% | -11% | 1 | -3%
CCCC(=O)OC(C(=O)Nc1cc(C(F)(F)F)ccc1Cl)c1ccccc1 (stereo not given) | -3.2 | -2 | u | -1 | -11% | -2% | 1% | 8 | 3%
O=C(NCCn1cc(SCc2cccc(F)c2)c2ccccc21)c1cccc(C(F)(F)F)c1 | x | x | u | 1 | x | -6% | -25% | x | x
Cc1cccc(N2CCN(CCNC(=O)c3cc4c(s3)CS(=O)(=O)C4)CC2)c1C | 0.3 | x | 0% | 86* | -4% | 0% | u | 6 | 0%
O=[N+]([O-])c1cccnc1Oc1ccc(F)cc1 | 0.6 | -1 | 16% | -15 | -12% | 9% | 4% | -25 | -12%
CCOc1ccccc1C(=O)N1CCc2cc(OC)c(OC)cc2C1COc1ccc(OC)cc1 (stereo not given) | x | x | 8% | -4 | x | 21% | 2% | x | x
Cc1oncc1C(=O)Nc1ccc2ccccc2c1 | -2.9 | -6 | -4% | 2 | -4% | 5% | -3% | 0 | -2%
CN(C)CCCCOc1ccc(F)cc1 | 0.0 | 1 | 1% | -10 | 3% | 1% | 16% | -18 | u
O=C1Nc2ccccc2C1=Nc1ccc2[nH]c3ccccc3c2c1 | -2.5 | -1 | 19% | 1 | -6% | 5% | 12% | -7 | -2%
CC1CC=CCC1(CO)CO (stereo not given) | -1.9 | 26 | 11% | 4 | 1% | 2% | 21% | 6 | 7%
O=C(Nc1ccccc1N1CCCC1)C1CCN(C(=O)c2ccc(F)cc2)CC1 | -1.2 | -1 | -11% | -2 | 7% | -2% | -2% | 19 | -10%

Arranged by number of heavy atoms (rising): 3 of the compounds above.
SMILES | IL2 activator | PI5P4Ka inh | GLP-1R inv ag | D3 ag | WRN helicase inh | GLP1R ag | HEK293 tox | D3 antag | PLK1 PBD inh
O=C(O)CC/C(=N\Nc1ccc([N+](=O)[O-])cc1)c1ccccc1 | -0.9 | 8 | u | -5 | u | 2% | -10% | -19 | -8%
CCCC(=O)OC(C(=O)Nc1cc(C(F)(F)F)ccc1Cl)c1ccccc1 (stereo not given) | -3.2 | -2 | u | -1 | -11% | -2% | 1% | 8 | 3%
Cc1cccc(N2CCN(CCNC(=O)c3cc4c(s3)CS(=O)(=O)C4)CC2)c1C | 0.3 | x | 0% | 86* | -4% | 0% | u | 6 | 0%

Continuation.
SMILES | IL2 activator | PI5P4Ka inh | GLP-1R inv ag | D3 ag | WRN helicase inh | GLP1R ag | HEK293 tox | D3 antag | PLK1 PBD inh
Cc1cccc(OCCCC(=O)NNC(=O)c2cccc(N(C)C)c2)c1 | -3.4 | -9 | 2% | -12 | -19% | -5% | -4% | -6 | -5%
Cc1ccc(C(=O)Cn2c(C(=O)O)cc3ccccc32)cc1 | -3.2 | -10 | 14% | -14 | 1% | 1% | -9% | -3 | -6%
Cc1c(Cl)cnc(NC(=O)COC(=O)C2CC2)c1Cl | 0.0 | -23 | 5% | -1 | 4%[11.6 µM] | -5% | -4% | 30 | -11%
Cn1c(=O)n(C)c2cc(C(=O)c3ccccc3)ccc21 | 1.4 | x | 31%[activator] | 1 | -2% | 6% | 4% | 21 | -7%
Cc1cccc(C(=O)OCC(=O)NCC2CCCO2)c1O (stereo not given) | 0.0 | 1 | -3% | -5 | 4% | -3% | 18% | 1 | -10%
Cc1cc(NC(=O)Cn2cc([N+](=O)[O-])cn2)n(Cc2ccc(F)cc2)n1 | 0.2 | 2 | -18%[0.307 µM] | 6 | -3% | -5% | 21%[0.307 µM] | -7 | -14%
CCC(C)NS(=O)(=O)c1ccc(NS(=O)(=O)c2ccccc2[N+](=O)[O-])cc1 (stereo not given) | 1.1 | 3 | 16% | 1 | 9% | -2% | 0% | -11 | -3%
O=C(NCc1ccncc1)[C@@H]1CCCN1C(=O)[C@H]1CCCN1 | 0.1 | -2 | 8% | 2 | 5% | -4% | 6% | 20 | 2%
CCN(CC(=O)NCc1cccs1)C(=O)c1cccc(S(=O)(=O)Nc2ccccc2Cl)c1 | -4.2 | 2 | -24% | -13 | -18% | 2% | 16% | -2 | -7%
O=S(=O)(Cc1ccccc1Cl)NCc1ccccc1 | -0.3 | 1 | u | 1 | 0% | 15% | 3% | -6 | 0%
CCOC(=O)c1ccc(NC(=O)CSc2nnc(CNC(=O)c3ccco3)o2)cc1 | -4.7 | -2 | 3% | -1 | -5% | -3% | 10% | -12 | -9%
Cc1nn(C)c(C)c1C(C)NC(=O)c1cc(COc2cncc(Cl)c2)on1 (stereo not given) | 0.1 | 1 | 7% | 5 | 2% | 1% | 5% | 17 | 5%
COc1ccc(CCN2C(=O)CS/C2=N\NC(=O)c2cccs2)cc1OC | -2.2 | 0 | 15% | 0 | -7% | 15% | -6% | 23 | 1%
Cc1nc(SCc2ccc(F)cc2)c([N+](=O)[O-])[nH]1 | -3.6 | -5 | 11% | 3 | 11% | -1% | u | -1 | -1%
O=C(N/N=C/c1cccnc1)c1cc(-c2ccccc2OCc2ccccc2)n[nH]1 | 0.7 | -13 | u | -7 | -29% | 0% | -8% | 1 | -27%
Cc1ccccc1NC(=O)c1ccccc1-c1ccccc1 | -3.5 | 1 | u | -1 | 8% | 22% | -14% | 4 | -6%
CC(C)CN(C(=O)COC(=O)Cc1cccc2ccccc12)c1c(N)n(Cc2ccccc2)c(=O)[nH]c1=O | -1.8 | 2 | -4% | 8 | 4% | -1% | -3% | 10 | 6%
COc1ccc(NS(=O)(=O)c2ccc(OC)c(NC(=O)CNC(=O)c3ccc(OC)cc3)c2)cc1 | 0.6 | -1 | -4% | -6 | -6% | 5% | -18% | -4 | -7%
COc1ccc(C(C(=O)Nc2ccc3c(c2)OCCO3)n2c(=O)c(-c3cc4ccccc4[nH]3)nc3ccccc32)cc1 (stereo not given) | -0.2 | -1 | u | 6 | -7% | x | 460%[activator] | 5 | -5%
Cc1cccc(N2CCN(S(=O)(=O)c3ccc4c(c3)CCN4C(=O)CCC(=O)O)CC2)c1C | -1.8 | x | 0% | 5 | -15% | -12% | -11% | 14 | -13%
COCC(C)Nc1nc(C)c(C(C)=O)s1 (stereo not given) | -1.7 | -6 | 15% | 0 | 5% | -1% | 9% | 1 | -23%
CC(=O)c1ccc(NC(=S)N2CCN(c3ccccn3)CC2)cc1 | 1.4 | 0 | u | 11 | 5% | 1% | -16% | 6 | 4%
CN(CCCN1CCCCC1)C(=O)c1cc(COc2ccc(F)cc2F)on1 | -2.7 | 1 | u | -27 | u | 2% | 13% | u | -7%
C#CCn1c2ccccc2c2nc3ccccc3nc21 | -2.1 | 3 | 114%[activator] | 1 | -1% | 7% | 3% | 19 | 1%

Random excerpt: two entries already listed.
SMILES | IL2 activator | PI5P4Ka inh | GLP-1R inv ag | D3 ag | WRN helicase inh | GLP1R ag | HEK293 tox | D3 antag | PLK1 PBD inh
Cc1ccccc1NC(=O)c1ccccc1-c1ccccc1 | -3.5 | 1 | u | -1 | 8% | 22% | -14% | 4 | -6%
Cc1nc(SCc2ccc(F)cc2)c([N+](=O)[O-])[nH]1 | -3.6 | -5 | 11% | 3 | 11% | -1% | u | -1 | -1%

(more compounds)
SMILES | IL2 activator | PI5P4Ka inh | GLP-1R inv ag | D3 ag | WRN helicase inh | GLP1R ag | HEK293 tox | D3 antag | PLK1 PBD inh
CC12CN3CCN(CC(C3)/C1=N\N=C1/C3CN4CCN(C3)CC1(C)C4)C2 | -2.4 | 3 | u | -4 | -5% | -4% | 6% | -21 | -10%
CC(=O)NNC(=O)c1csc(-c2csc(C)n2)n1 | 5.8 | -6 | -1% | -7 | -32% | -1% | -5% | -11 | -10%
Cc1ccccc1-n1cnnc1SCC(=O)Nc1cccnc1Cl | -3.1 | 1 | -2% | -2 | -3% | 3% | 7% | -8 | -8%
COCCn1c(N)c(N(Cc2ccccc2)C(=O)CN2C(=O)NC(C)(c3ccccc3)C2=O)c(=O)[nH]c1=O (stereo not given) | -1.1 | -1 | 17% | 17 | -13% | -2% | 3% | 9 | 2%
COc1ccc(NC(=O)C2Cc3c(-c4cccc(C(N)=O)c4)ccnc3O2)cc1 (stereo not given) | 0.0 | -27 | -14% | -9 | 1% | -5% | -31% | 0 | 5%
CC(C)c1ccc(CN2CCC2(C)C(=O)Nc2cnc3ccccc3c2)cc1 (stereo not given) | -0.2 | 16 | u | 11 | -2% | 22% | -8% | 13 | -3%
Cc1ccc(C(=O)N/C(=C\c2cccs2)C(=O)N2CCCCCC2)cc1 | -0.1 | 3 | u | -6 | 11% | 0% | -1% | -20 | -13%
Cc1ccc(-c2nnn(CC(=O)N3c4ccccc4CCc4ccccc43)n2)cc1 | -3.7 | x | 39%[activator] | -2 | -17% | 3% | -17% | -14 | -6%
O=C(NCCCN1CCN(c2ccccc2)CC1)C1CCCN(c2ncnc3c2nc2n3CCCCC2)C1 (stereo not given) | -0.4 | 2 | u | 16 | 4% | 15% | -19% | -67* | -10%
CCn1cc([N+](=O)[O-])c(C(=O)N2N=C(c3ccc(OC)cc3OC)CC2c2ccccc2O)n1 (stereo not given) | 0.1 | -9 | 15% | -4 | -5% | 13% | 4% | u | -9%
Cc1cc(NC(=O)Nc2cccc([N+](=O)[O-])c2)no1 | 0.1 | 4 | -14% | 4 | -26% | -1% | -5% | 1 | -1%

Of the compounds above, these contain a COOH group.
SMILES | IL2 activator | PI5P4Ka inh | GLP-1R inv ag | D3 ag | WRN helicase inh | GLP1R ag | HEK293 tox | D3 antag | PLK1 PBD inh
O=C(O)CC/C(=N\Nc1ccc([N+](=O)[O-])cc1)c1ccccc1 | -0.9 | 8 | u | -5 | u | 2% | -10% | -19 | -8%
Cc1ccc(C(=O)Cn2c(C(=O)O)cc3ccccc32)cc1 | -3.2 | -10 | 14% | -14 | 1% | 1% | -9% | -3 | -6%
Cc1cccc(N2CCN(S(=O)(=O)c3ccc4c(c3)CCN4C(=O)CCC(=O)O)CC2)c1C | -1.8 | x | 0% | 5 | -15% | -12% | -11% | 14 | -13%
